mcGAS MS inh = inhibitors of Mus musculus cyclic GMP-AMP synthase, initial high-throughput assay, cell-free, RapidFire MS; recombinant mouse cGAS, cGAMP by RapidFire MS; 130,000 compounds, 0.18% hits; inhibition, % at 12.5 µM;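 active means inhibition of cGAS enzyme activity at or above 60%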;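 further: enzyme stimulated by 45 bp dsDNA with ATP and GTP substrates; cGAMP share of summed cGAMP plus half ATP and half GTP signals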
Target sequence (Q8C6L5 whole entry, looked up): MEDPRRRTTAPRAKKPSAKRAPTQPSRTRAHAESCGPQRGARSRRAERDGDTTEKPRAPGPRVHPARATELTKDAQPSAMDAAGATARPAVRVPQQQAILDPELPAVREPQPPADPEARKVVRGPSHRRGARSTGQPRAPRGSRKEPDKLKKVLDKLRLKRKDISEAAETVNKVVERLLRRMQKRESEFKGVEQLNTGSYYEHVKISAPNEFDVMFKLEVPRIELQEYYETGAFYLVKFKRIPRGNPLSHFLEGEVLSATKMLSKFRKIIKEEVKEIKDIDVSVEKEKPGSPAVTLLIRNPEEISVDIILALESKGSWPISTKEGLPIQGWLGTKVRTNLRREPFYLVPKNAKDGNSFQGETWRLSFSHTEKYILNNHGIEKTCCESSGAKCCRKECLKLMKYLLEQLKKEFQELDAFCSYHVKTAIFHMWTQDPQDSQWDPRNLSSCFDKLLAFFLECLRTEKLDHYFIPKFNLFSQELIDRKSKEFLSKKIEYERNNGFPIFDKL
* = called active by the depositor; & = joins results of further samples.

mcGAS MS inh	Structure
-22	CN(C)c1nc2c(c(=O)[nH]1)CCN(S(=O)(=O)N1CCCCCC1)C2
4	CCOC(=O)C1(C)CCN1C(=O)c1cc2ccccc2s1 (stereo unspecified)
-9	CC(=O)Nc1ccc(CNC(=O)CNCc2ccnc(C)c2)cc1
-7	O=C(NC(C(=O)N1CCOCC1)C12CC3CC(CC(C3)C1)C2)C1CCCCC1 (stereo unspecified)
-7	O=S(=O)(Nc1ccc(NS(=O)(=O)c2ccc(F)cc2)cc1)c1ccc(F)cc1
-4	CCn1cc(S(=O)(=O)N(CC2CCCO2)C2CCCC2)cn1 (stereo unspecified)
15	O=C(Cn1cnc2sc3c(c2c1=O)CCCC3)NCCCC(=O)NC1CCCCC1
8	Cc1cc(Nc2ccc3c(n2)C(=O)N([C@H](C)C(=O)NCC2CC2)C3)n(C)n1
-12	COC(=O)c1ccc(C2c3c(oc4ccccc4c3=O)C(=O)N2c2cc(C)on2)cc1 (stereo unspecified)
-4	COc1ccccc1N1CCN(C(=O)c2ccccc2F)CC1
-12	Cc1nc(SC(C)C(=O)NC(=O)NC2CCCCC2)n(CC(C)C)c1C (stereo unspecified)
-5	O=C(c1ccsc1)N(CC1CCN(Cc2ccccc2F)CC1)CC1CCCO1 (stereo unspecified)
-7	Cc1ccc(C(=O)N2CCc3ccccc32)cc1[N+](=O)[O-]
-26	CCCSCC(=O)N1Cc2cnc(C(C)(C)C)nc2C1
-11	COc1cccc(CN2CCC(NC(=O)c3cc(F)c(-n4ccnc4-c4ccccc4)cc3F)C2)c1 (stereo unspecified)
22	CCCn1c(C)cc(C=C(C#N)C(N)=S)c1C
-5	COc1cc(CNC(=O)NCCC(=O)N2CCCCCC2)cc(OC)c1
-5	CC(NC(=O)CN1CCCCC1C(=O)N1CCOCC1)c1cccc2ccccc12 (stereo unspecified)
-9	O=[N+]([O-])c1cc(S(=O)(=O)C(F)(F)F)ccc1N1CCCC1
-2	O=C(Cc1cccs1)Nc1ccccc1NC(=O)C1CC=CCC1 (stereo unspecified)
-1	CCN1CCC2CCC(C1)N2C(=O)c1ccc(-c2ccc(F)cc2)cc1F (stereo unspecified)
-1	Cc1cc(C)c(C(=O)N2CCCC(N3CCN(c4cccc(C(F)(F)F)c4)CC3)C2)o1 (stereo unspecified)
-9	O=c1c2nnc3c(-c4ccccc4)cnn3c2ccn1C1CCCC1
-7	CCN1CCN(C(c2ccc(Cl)cc2)c2c(O)cc(C)n(CC)c2=O)CC1 (stereo unspecified)
-3	N#Cc1ccc(CCC(=O)OC(C(=O)NC2CC2)c2ccccc2)cc1 (stereo unspecified)
-8	O=C(CCc1ccc(Br)cc1)NCCc1n[nH]c(=O)[nH]1
-4	CCOC(=O)c1nc2cc(C)c(C)cc2nc1N1CCN(C(=O)COCCOC)CC1
-3	COc1ccc(CN2CCC(n3nccc3NC(=O)CCc3ccccc3)CC2)c(C)c1C
-2	CC(C)(C)c1nc(CNS(=O)(=O)c2cc(S(C)(=O)=O)ccc2Cl)no1
-7	COc1cc(C(=O)Nn2cnc3c(cnn3C(C)(C)C)c2=O)cc(OC)c1OC
-3	CCCc1nnc2sc(-c3cn[nH]c3-c3cccc(OC)c3)nn12
-7	O=C1Nc2ccccc2NC1Oc1cccc(Cl)c1 (stereo unspecified)
-3	Cc1cc(C)c(Cn2cncn2)cc1CN1CCN2C(=O)CNC(=O)C2C1 (stereo unspecified)
-8&-6	O=C(c1ccc2c(c1)OCO2)C1CCCN(C(=O)C2CCOCC2)C1 (stereo unspecified)
-16	CCN(CC1CCCCO1)C(=O)CCNC(=O)c1ccccc1F (stereo unspecified)
-9	Cc1cccc(C(=O)N2CCCC(CO)(Cc3ccccc3C)C2)n1 (stereo unspecified)
-32	COc1ccc(Cl)c(CN2CCN(c3ccc(C(N)=O)cn3)CC2)c1F
-1	Cc1ccc(CN(C)Cc2cc(=O)n3ccsc3n2)cc1
-2	CCc1ccc(-n2c(C)cn3c4c(=O)n(CCCO)c(=O)n(C)c4nc23)cc1
-3	O=C(c1nc2ccccc2[nH]c1=O)N1CCC(N2CCCC2=O)CC1
-17	CCc1cc(N2CCCN(C(=O)COC)CC2)nc(N2CCOCC2)n1
26	Cc1ccccc1NC(=O)COC(=O)[C@@H](NC(=O)c1ccccc1)C(C)C
-4	CCCn1ncc(CN2CCN(Cc3ccccc3F)C(CCO)C2)c1C (stereo unspecified)
-7	COC(=O)c1c(SCC(=O)Nc2ccc(C)cc2)nc(=O)[nH]c1C
50	Nc1ncc([N+](=O)[O-])c(N2CCCCC2)n1
-9	CC=CCn1c(=O)c2c(nc3n(CC(=O)OCC)c(C)cn23)n(C)c1=O
-38	COCC1(C(=O)N(C)Cc2n[nH]c3c2CCCCC3)CCC1
-14	CCOC(=O)C1=C(COC(=O)CCC(=O)c2cc(C)sc2C)NC(=O)NC1C (stereo unspecified)
-4	COc1ccc2c(c1OC)C(=O)N(c1ccc(Cl)cc1)C2
-2	Cc1ccc(-n2ccnc2SCC(=O)NCCC(=O)N2CCCC2)cc1C
0	CC1Sc2ccccc2N(Cc2cccc(C(F)(F)F)c2)C1=O (stereo unspecified)
-8	CCCc1ccc(C(O)c2ncc(-c3cccc(C)c3)[nH]2)cc1 (stereo unspecified)
-3	N#CC1(NC(=O)CSc2nnc(C3CC3)o2)CCCC1
-10	CCOC(=O)N1CCN(S(=O)(=O)c2cnc[nH]2)CC1
-6	CCOC(=O)COc1ccc(C(O)(C(=O)OCC)C(F)(F)F)c(O)c1 (stereo unspecified)
-2	O=C(c1c2c(nc3ccccc13)-c1ccccc1CC2)N1CC=CCC1

(next part)
mcGAS MS inh	Structure
11	Cc1ccccc1NC(=O)CSCCCOc1ccc(F)cc1
-2	Cc1cc(Cn2ccc3c2C(C(=O)NCCc2cccs2)CCC3)no1 (stereo unspecified)
-6	CN(C(=O)c1coc(CN2CCN(Cc3ccccc3)CC2)n1)C1CCCCC1
4	CCn1cc(C#N)c(=O)n(CC(=O)N2CCCC3CCCCC32)c1=O (stereo unspecified)
2	O=C(NC1CC1)c1ccc(NC(=O)N2CCCC2C2CCCCC2)cc1Cl (stereo unspecified)
-27	COc1ccc(F)c(F)c1CN1CCC2(CCNC(=O)CC2)CC1
-2	O=C(CC1=CCCCC1)N1CCC2(CCCN(Cc3cccc(F)c3F)C2)C1 (stereo unspecified)
0	COc1ccccc1-n1[nH]nnc1=S
-25	Clc1cccnc1-c1cccc2[nH]ccc12
3	O=C1NC(=O)[C@@H]2CN(Cc3cc4n(n3)CCCNC4)C[C@H]12
-8	Cc1cc(C2=NNC(=CN3CCc4sccc4C3c3cccs3)O2)c(C)o1 (stereo unspecified)
9	CN(Cc1cc(C2CC2)n[nH]1)C(=O)c1cc(Cn2ccc3ccccc32)[nH]n1
-2	Cc1noc(C)c1CN(C)C(=O)NCc1ccccc1Cl
-4	COc1ccc(CC(=O)NCC#Cc2cccc(C(F)(F)F)c2)c(OC)c1
-1	COCCCNc1ncnc2c1nc1n2CCCCC1
0	Cc1nn(-c2ccc3nncn3n2)c2c1C(c1ccc(F)cc1)CC(=O)N2 (stereo unspecified)

Copied from the entries so far (two entries):
mcGAS MS inh	Structure
-22	CN(C)c1nc2c(c(=O)[nH]1)CCN(S(=O)(=O)N1CCCCCC1)C2
4	CCOC(=O)C1(C)CCN1C(=O)c1cc2ccccc2s1 (stereo unspecified)

Next part
mcGAS MS inh	Structure
-4	CCCn1c(=O)c2c(nc3n2CCCN3c2ccc(Br)cc2)n(C)c1=O
9	O=C(CCN1CCCCO1)N[C@@H](Cc1c[nH]c2ccccc12)C(=O)O
-3	N#Cc1cccc(Cl)c1N1CC(O)C1
-5	O=C(c1csc(Nc2ccc(OC(F)F)cc2)n1)N1CCN(Cc2ccccc2)CC1
4	O=c1[nH]cnc2c1nnn2-c1ccccc1
4	CCN(C(=O)c1ccc(C)s1)C(C)c1cccc(OC)c1 (stereo unspecified)
6	O=C(COC(=O)c1ccccc1Nc1ccccc1)NCC1CC1
-10	COc1ccccc1-n1ccnc1-c1ccc(OCC(N)=O)cc1

Quoted from the listing.
In mcGAS MS inh, `Cc1cc(Nc2ccc3c(n2)C(=O)N([C@H](C)C(=O)NCC2CC2)C3)n(C)n1` has the entry 8
In mcGAS MS inh, `Cc1cc(C)c(C(=O)N2CCCC(N3CCN(c4cccc(C(F)(F)F)c4)CC3)C2)o1` (stereo unspecified) has the entry -1

The listing picks up with the five entries that preceded the break.
mcGAS MS inh	Structure
-5	O=C(c1csc(Nc2ccc(OC(F)F)cc2)n1)N1CCN(Cc2ccccc2)CC1
4	O=c1[nH]cnc2c1nnn2-c1ccccc1
4	CCN(C(=O)c1ccc(C)s1)C(C)c1cccc(OC)c1 (stereo unspecified)
6	O=C(COC(=O)c1ccccc1Nc1ccccc1)NCC1CC1
-10	COc1ccccc1-n1ccnc1-c1ccc(OCC(N)=O)cc1
-2	CCN(Cc1noc(CC(C)C)n1)C(=O)c1cc(C)[nH]c(=O)c1
-2	c1csc(-c2noc(CSc3nnc4ccccn34)n2)c1
-11	Cc1ccc(OCCN(C)Cc2ccnc(C(C)C)n2)c(C)c1
1	Cc1cc(O)cc(C)c1Cl
-4	O=C(Cn1cc(Br)ccc1=O)NCc1ccco1
-36	O=C(O)[C@H]1C[C@@H](C(=O)NCc2ccncc2)CN(C(=O)CCC2CCCC2)C1
-5	COc1ccccc1NC(=O)Cn1nc(C2CC2)c2cnn(-c3ccc(F)cc3)c2c1=O
-15	C=CCNc1ncnc2c1nnn2C
-10	C=Cc1ccc(Cn2c(C)c(C(=O)NCc3ccc4c(c3)OCO4)sc2=O)cc1
-10	COc1ncccc1NC(=O)C(=O)N1CCC(c2cccc(F)c2)C1 (stereo unspecified)
-9	Cc1cc(C(=O)Cn2nnc(-c3cccs3)n2)c(C)n1Cc1cccs1
10	Cc1cc(NC(=O)Cn2nc(C)c(S(=O)(=O)NC(C)(C)C)c2C)no1
-21	Cc1cc(C)n(CCc2c(-c3ccccc3)ncn2C2CC=CC2)n1
-19	c1cnc(Oc2cccc(CNC3CCCC3)c2)nc1
-7	Cc1ccc(C(=O)N2CCc3c(nc(-c4ccccc4)nc3N(C)C)C2)cc1
-4	Cc1cc2sc(C(=O)O)cc2s1
-3	O=c1[nH]cnc2cc(Cl)ccc12
3	CN(C)S(=O)(=O)c1ccc(S(=O)(=O)Nc2ccc(F)cc2)cc1
-6	COc1ccc(C)cc1NC1CCCN(C(=O)c2ccc(Br)cc2)C1 (stereo unspecified)
2	CCOC(=O)c1ccc(-n2ccc3c(cnc4nc(SCC)nn43)c2=O)cc1
18	c1ccc(C2CSc3ccccc3N2)cc1 (stereo unspecified)
3	CC(=O)N(C)C1CCN(Cc2ccc(-c3nc(C)c(C)c(=O)[nH]3)cc2)C1 (stereo unspecified)
-3	O=C(Cc1coc(-c2ccccc2)n1)NC1CCCC1
8	Cc1cccc(C(=O)NCc2nnc(SCC(=O)N3CCCc4ccccc43)n2-c2cccc(C(F)(F)F)c2)c1
5	O=C1CN(C(=O)C(Sc2ccccc2)c2ccccc2)CCN1 (stereo unspecified)
7	CCCCN(C(=O)C1CCC1)c1c(N)n(CCC)c(=O)[nH]c1=O
-3	CCCN(CCC)Cc1ccc(C(=O)N2CC=CC2)cc1
-27	COc1cccc(OC)c1-c1cccc(OC(C)C(N)=O)c1 (stereo unspecified)
2	Cc1cc(N(C)C)ccc1CNC(=O)c1ccco1
4	CC(CN)COCc1ccccc1 (stereo unspecified)
-5	O=C(CCc1nnc(-c2ccc(Cl)cc2)o1)NC1C=CCCC1 (stereo unspecified)
-6	COc1cc(C=NN2CCOCC2)cc(Br)c1O
-11	Cc1ccc(-n2c(=O)[nH]c3c(C(N)=O)nc(CC(C)C)nc32)cc1
1	COc1ccc(-n2cccn2)c([C@@H]2C[C@H](NC(C)=O)C[C@H](CC(C)C)O2)c1
-8	O=C(COc1ccc(Cl)c(Cl)c1)Nc1ccc2c(c1)CCO2
-3	CC(=O)NC(NC(=S)Nc1ccc(C(=O)O)cc1)C(Cl)(Cl)Cl (stereo unspecified)
-25	CC(C(=O)NCc1cnc2c(c1)CCC2)n1cnc2ccccc21 (stereo unspecified)
-30	CC(C(=O)Nc1cccnc1Cl)N1CCC(N2CCOCC2)C1 (stereo unspecified)
-3	CC(=O)NC(c1ccccc1Cl)c1c(O)ccc2ccccc12 (stereo unspecified)
5	CCN(CC(=O)Nc1ccc(OC(F)F)cc1)Cc1ccc2c(c1)OCO2

Reprinted at random: six records from the list.
mcGAS MS inh	Structure
-25	CC(C(=O)NCc1cnc2c(c1)CCC2)n1cnc2ccccc21 (stereo unspecified)
-8	O=C(COc1ccc(Cl)c(Cl)c1)Nc1ccc2c(c1)CCO2
-3	CC(=O)NC(NC(=S)Nc1ccc(C(=O)O)cc1)C(Cl)(Cl)Cl (stereo unspecified)
-30	CC(C(=O)Nc1cccnc1Cl)N1CCC(N2CCOCC2)C1 (stereo unspecified)
-3	CC(=O)NC(c1ccccc1Cl)c1c(O)ccc2ccccc12 (stereo unspecified)
5	CCN(CC(=O)Nc1ccc(OC(F)F)cc1)Cc1ccc2c(c1)OCO2

Other records follow:
mcGAS MS inh	Structure
-15	CC(C)NC(=O)CN(C)C(=O)c1ccc(C2SCCCS2)cc1
3	CCOc1ccc(-n2nnc3c(=O)n(Cc4ccccc4)cnc32)cc1
7	CC1CN(c2cc(=O)n(-c3cccc(Br)c3)c(=O)[nH]2)CC(C)O1 (stereo unspecified)
-16	COc1ccc(OC2CCN(C(=O)C3CC3)CC2)c(C(=O)NC(C)Cc2cccnc2)c1 (stereo unspecified)
-9	CCN1CCCC1CNC(=O)CCC1CCN(Cc2ccc(OC)cc2F)CC1 (stereo unspecified)
-1	CC(c1ccon1)N(C)CC(=O)Nc1nc2ccccc2[nH]1 (stereo unspecified)
-9	CSc1ccc(CN(C)C(=O)CNC(=O)COc2ccccc2)cc1
-6	O=C(OC(/C=C1/CCCC=C1N1CCOCC1)c1ccccc1)c1ccccc1 (stereo unspecified)
-7	CCCC(=O)Nc1ccc(Cl)c(S(=O)(=O)N2CCCC2)c1
-4	CC(=O)N(CN1C(=O)c2ccccc2C1=O)c1ccc(Oc2ccccc2)cc1

Bioassay records as filed in PubChem.

The list is partial; the hit share may differ from the screen's.
